CHRM5 agonist: CHRM5 agonism in calcium assay. P08912. CHO-K1 hM5 cells, Fluo-8 calcium fluorescence; 0% DMSO wells, 100% maximal acetylcholine response. activation, % at 3 µM. actives 0.19% (n = 360,000);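 active = activation above the run's mean over test compounds plus 3 SD, cut at about 23% in these data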;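 note: signal is peak over basal fluorescence ratio across the kinetic read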
CHRM4 antagonist: CHRM4 antagonism in calcium assay. P08173. CHO-hM4 cells, ACh EC80, Fluo-8 calcium fluorescence. inhibition, % at 3 µM. actives 0.73% (n = 360,000). AID 624125;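 active = inhibition above its plate's cutoff, the mean inhibition of sample wells plus 3 SD, cut at about 27% in these data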;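 note: 0% = acetylcholine EC80 with DMSO and 100% = DMSO without agonist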
Target sequence (P08173 whole entry, looked up): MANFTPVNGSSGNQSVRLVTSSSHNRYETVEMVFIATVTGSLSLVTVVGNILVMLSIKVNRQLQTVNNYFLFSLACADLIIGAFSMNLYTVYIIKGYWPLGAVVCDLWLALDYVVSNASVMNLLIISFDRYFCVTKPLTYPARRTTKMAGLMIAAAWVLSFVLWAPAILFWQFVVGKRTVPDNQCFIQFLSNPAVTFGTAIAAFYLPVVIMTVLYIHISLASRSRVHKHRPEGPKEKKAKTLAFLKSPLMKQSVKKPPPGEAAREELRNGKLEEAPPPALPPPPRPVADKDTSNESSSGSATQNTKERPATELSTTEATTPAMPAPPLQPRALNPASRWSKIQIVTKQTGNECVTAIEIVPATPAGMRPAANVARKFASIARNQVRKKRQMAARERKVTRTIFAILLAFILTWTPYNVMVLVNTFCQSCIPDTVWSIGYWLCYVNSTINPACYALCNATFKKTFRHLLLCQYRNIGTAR
CHRM5 PAM: potentiates acetylcholine response at human M5 receptor. P08912. CHO-K1 hM5, Fluo-8 calcium, ACh EC20 PAM; 0% = ACh EC20, 100% = ACh EC100. activation, % at 3 µM. actives 0.3% (n = 360,000);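 active = activation above the run cutoff, the mean activation of all test compounds plus 3 SD, cut at about 18% in these data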
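System: CHO-K1 hM5 cells. Reagent: acetylcholine, EC20 level. Compound dosing: single dose, 3 µM nominal final test concentration. Timing: Post-acetylcholine fluorescence recording 140 s. Detection: Fluo-8 calcium fluorescence. Read-out: % activation, ACh-normalized. Benchmarks: ACh EC20 and EC100 wells. Repeats: singlicate, one well per test compound.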
CHRM5 antagonist: CHRM5 antagonism in calcium assay; AID 624040; CHO-hM5 cells, Fluo-8 calcium fluorescence, ACh EC80; inhibition, % at 3 µM; actives 0.59% (n = 360,000); P08912;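 active = inhibition above a per-plate cutoff, the mean of that plate's test compounds plus 3 SD, cut at about 27% in these data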;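 note: 0% = acetylcholine EC80 with DMSO and 100% = DMSO without agonist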
CRFBP-R2 agonist: CRF-BP/CRF-R2 complex agonism. HEK293 CRF-R2/CRF-BP, calcium dye fluorescence (FLIPR); percent of saturating CRF peptide response. activation, % at 13.2 µM. actives 0.46% (n = 350,000). AID 588473;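 active = activation of at least 50%, plus an integration ratio under a set limit after plate pattern correction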;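 note: plate controls were neutral control wells without compound for no effect and CRF at EC100 for full effect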
M1 PAM: human CHRM1 positive allosteric modulation | P11229 | activation, % at 3 µM | actives 0.088% (n = 360,000) | CHO-K1 hM1, Fluo-8 calcium fluorescence, ACh EC20; 0% = ACh EC20, 100% = maximal ACh; in the data active = activation above about 19%, passing the limit was not always enough
Target sequence (P11229 whole entry, looked up): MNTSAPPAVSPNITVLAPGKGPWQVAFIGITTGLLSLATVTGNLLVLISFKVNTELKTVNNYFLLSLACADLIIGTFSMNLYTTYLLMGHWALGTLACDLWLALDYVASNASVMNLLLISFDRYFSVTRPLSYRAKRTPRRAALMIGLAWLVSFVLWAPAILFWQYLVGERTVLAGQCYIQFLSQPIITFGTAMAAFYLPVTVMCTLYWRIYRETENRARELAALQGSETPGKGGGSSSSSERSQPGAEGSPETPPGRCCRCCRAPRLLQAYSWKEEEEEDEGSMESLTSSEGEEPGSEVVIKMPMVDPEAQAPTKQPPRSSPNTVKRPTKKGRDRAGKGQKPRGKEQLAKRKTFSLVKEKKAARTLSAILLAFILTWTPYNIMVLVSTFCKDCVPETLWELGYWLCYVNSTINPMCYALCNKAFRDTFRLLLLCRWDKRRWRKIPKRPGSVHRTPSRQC
CRFR2-BP antag: antagonists of CRF-binding protein/CRF-R2 receptor complex | HEK293 CRF-R2/CRF-BP, CRF-induced calcium fluorescence | inhibition, % at 11.8 µM | actives 0.59% (n = 350,000) | AID 588475;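 active = inhibition of the ligand-induced calcium signal above about 50% at the single tested concentration, limit read from the data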
M4 PAM: CHRM4 positive allosteric modulation; CHO-K1 hM4/Gqi5, Fluo-8 calcium fluorescence, ACh EC20; 0% = ACh EC20, 100% = maximal ACh; activation, % at 3 µM; actives 0.4% (n = 360,000); AID 624126;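 active = activation above its plate's cutoff, the mean activation of sample wells plus 3 SD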; note: some results filed as inactive read as strong as hits
CHRM4 agonist: agonists of human muscarinic M4 receptor (CHRM4). P08173. CHO-K1 hM4/Gqi5, Fluo-8 calcium fluorescence; vehicle 0%, full acetylcholine response 100%. activation, % at 3 µM. actives 0.14% (n = 360,000);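 active = activation above the run mean over all test wells plus 3 SD, cut at about 32% in these data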;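 note: peak over basal fluorescence ratio per well then scaled between controls; 0% = DMSO wells and 100% = acetylcholine at EC100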
An asterisk follows results filed as active; x = not tested or not shown.

SMILES	CHRM5 agonist	CHRM4 antagonist	CHRM5 PAM	CHRM5 antagonist	CRFBP-R2 agonist	M1 PAM	CRFR2-BP antag	M4 PAM	CHRM4 agonist
Cc1coc2cc3oc(=O)c(CCC(=O)O)c(C)c3cc12	3	20	8	1	1.7	15	13	16	0
Cc1noc(C)c1COC(=O)c1cc(S(=O)(=O)N2CCOCC2)ccc1Cl	6	1	1	2	-3.2	15	8	-1	4
CC(C)CN(C(=O)COC(=O)CCc1c[nH]c2ccccc12)C1CCS(=O)(=O)C1 (stereo unspecified)	-3	18	-16	3	-0.8	4	3	-10	10
CCCCN(C)CCC(=O)Nc1ccc(Cl)cc1	-3	0	6	-3	5.7	-2	-15	1	1
CSc1ccccc1NC(=O)COC(=O)c1ccc(-n2nc(C)cc2C)cc1	0	-3	4	3	-1.0	10	8	3	8
OCCOCCNc1ncnc2nc[nH]c12	3	-3	6	-1	4.1	11	-19	4	0
O=C(NCCc1ccccc1)C(=O)NCCC1CCCCN1S(=O)(=O)c1cccs1 (stereo unspecified)	2	-2	-3	2	0.2	8	4	-4	3
CC1(C(=O)NS(=O)(=O)c2ccc(Cl)cc2)CCN1C(=O)CC1CC1 (stereo unspecified)	0	-9	2	-4	x	4	x	1	0
O=C(O)c1cccc(N2C(=O)c3cccnc3C2=O)c1	-3	8	-2	4	-1.7	12	13	8	-1
O=S(=O)(c1cccc(-c2nnco2)c1)N1CCCC1	-2	-5	6	-1	2.5	6	-20	11	2
COCCn1c(COc2ccc(OC)cc2)nc2ccccc21	-1	0	0	3	-0.4	0	10	3	1
CCCCN1C(=O)C(CC(=O)NCc2cccc3ccccc23)CC(C(=O)N2CCCCCC2)=C1C (stereo unspecified)	1	-3	-8	2	x	x	x	-1	4
O=C(COc1ccc(Cl)cc1)NNC(=O)c1ccccc1C(=O)O	-4	2	4	1	-0.3	5	-8	2	1
O=C(c1cc(COc2ccc(F)cc2Cl)on1)N(Cc1ccncc1)CC1CCCO1 (stereo unspecified)	-4	-17	-13	12	0.1	3	0	5	9
Cc1nc(SCC(=O)N2CCC(Cc3ccccc3)CC2)[nH]c(=O)c1C	-10	-5	-11	7	-1.4	-1	13	-6	0
CCC1CCCCN1CCCNC(=O)CN1C(=O)c2cccnc2Oc2ccc(Cl)cc21 (stereo unspecified)	-5	0	-5	12	3.2	-10	3	-13	1
CCOC(=O)N1CCN(c2c(N3CCN(c4ccccc4F)CC3)c(=O)c2=O)CC1	-4	-1	-1	0	-1.6	3	0	-8	0
COc1cccc(OCC(=O)Nc2ccccc2C(N)=O)c1	-1	-3	-9	0	-2.2	5	16	-9	5
CCn1ccc(C(=O)Nc2ccsc2C(=O)OC)n1	-4	4	-6	13	-0.1	-2	2	-3	1
O=C(Nc1cccc2ccccc12)/C(=C\c1cccc([N+](=O)[O-])c1)NC(=O)c1cccs1	3	-22	-14	8	-1.8	-2	1	-9	9

Whole records from above:
`O=C(c1cc(COc2ccc(F)cc2Cl)on1)N(Cc1ccncc1)CC1CCCO1` (stereo unspecified) as listed: CHRM5 agonist = -4; CHRM4 antagonist = -17; CHRM5 PAM = -13; CHRM5 antagonist = 12; CRFBP-R2 agonist = 0.1; M1 PAM = 3; CRFR2-BP antag = 0; M4 PAM = 5; CHRM4 agonist = 9
`O=C(O)c1cccc(N2C(=O)c3cccnc3C2=O)c1` as listed: CHRM5 agonist = -3; CHRM4 antagonist = 8; CHRM5 PAM = -2; CHRM5 antagonist = 4; CRFBP-R2 agonist = -1.7; M1 PAM = 12; CRFR2-BP antag = 13; M4 PAM = 8; CHRM4 agonist = -1
`CCCCN(C)CCC(=O)Nc1ccc(Cl)cc1` as listed: CHRM5 agonist = -3; CHRM4 antagonist = 0; CHRM5 PAM = 6; CHRM5 antagonist = -3; CRFBP-R2 agonist = 5.7; M1 PAM = -2; CRFR2-BP antag = -15; M4 PAM = 1; CHRM4 agonist = 1

Reformatted: entries from further up
| canonical_smiles | CHRM5 agonist | CHRM4 antagonist | CHRM5 PAM | CHRM5 antagonist | CRFBP-R2 agonist | M1 PAM | CRFR2-BP antag | M4 PAM | CHRM4 agonist |
| --- | --- | --- | --- | --- | --- | --- | --- | --- | --- |
| O=S(=O)(c1cccc(-c2nnco2)c1)N1CCCC1 | -2 | -5 | 6 | -1 | 2.5 | 6 | -20 | 11 | 2 |
| COCCn1c(COc2ccc(OC)cc2)nc2ccccc21 | -1 | 0 | 0 | 3 | -0.4 | 0 | 10 | 3 | 1 |

Remaining list, next part.
SMILES	CHRM5 agonist	CHRM4 antagonist	CHRM5 PAM	CHRM5 antagonist	CRFBP-R2 agonist	M1 PAM	CRFR2-BP antag	M4 PAM	CHRM4 agonist
O=S(=O)(NCc1ccco1)c1ccc(Cl)cc1Cl	-5	-14	10	-8	0.3	7	-2	-11	-1
Cn1nc(C(=O)NNC(=O)c2ccc(Cl)c(S(N)(=O)=O)c2)c2ccccc2c1=O	3	3	1	8	0.5	7	2	1	1
CSc1ccc(CN(C)C(=O)c2ccc(S(=O)(=O)Nc3c(C)n(C)n(-c4ccccc4)c3=O)cc2)cc1	-8	-2	5	6	-2.0	5	1	5	3
COc1cc(C)nc2nc(SCc3ccccc3)nn12	-5	3	2	-1	-1.8	5	23	3	0
Cc1ccc(C)c(S(=O)(=O)N2CCN(C(=O)Cc3ccccc3)CC2)c1	0	-2	6	3	-0.1	7	-6	4	2
COc1ccc(NC(=O)CN2C(=O)NC(C)(Cc3ccc(OC)c(OC)c3)C2=O)cc1 (stereo unspecified)	-1	-4	2	-1	2.1	3	-6	11	1
Cc1cc2nc(-c3ccc(SCC(=O)Nc4nccs4)nc3)[nH]c2cc1C	-1	4	-6	-2	-1.4	5	7	-5	1
CC(NC(=O)c1cccnc1)C(c1cccs1)N1CCOCC1 (stereo unspecified)	5	0	4	-8	-2.9	1	26	-1	2
CCOC(=O)C1CCN(C(=O)C2(NC(=O)Nc3ccccc3C)CCCCC2)CC1	-4	-16	-1	0	0.7	9	-7	2	1
COc1ccc(OC)c(Nc2nc(-c3ccccc3O)nc3ccccc23)c1	0	-9	7	10	-2.1	10	-6	8	-1
CC1(C(=O)NS(=O)(=O)Cc2cccc(Cl)c2)CCN1C(=O)CC1CCCC1 (stereo unspecified)	0	-2	-1	-2	x	5	x	3	1
O=C(CSc1nc2[nH]ncc2c(=O)n1-c1ccc(Cl)c(Cl)c1)NCc1ccccc1Cl	12	1	3	6	1.2	9	0	-3	4
Cc1ccc(S(=O)(=O)N2C[C@H]3[C@H]4C(=O)N(C5CCCCC5)C(=O)[C@H]4CC(=O)[C@H]3[C@@H]2c2ccccc2Cl)cc1	0	2	7	-16	x	1	x	-7	1
O=C1COc2ccc(-c3n[nH]c(=O)c4ccccc34)cc2N1	1	9	-1	-1	0.4	9	17	3	1
COc1ccc(C(=O)n2nc(C)cc2C)cc1Br	-2	2	0	1	0.0	2	8	11	-1
CCOc1ccc(C(=O)NCC(=O)Nc2ccncc2)cc1OCC	2	7	-3	1	0.6	-3	-9	2	0
CCN(C(=O)COC(=O)CCCc1c[nH]c2ccccc12)c1c(N)n(Cc2ccccc2)c(=O)[nH]c1=O	-1	-27	-4	7	0.0	3	9	7	0
CCOC(=O)C1CCCN(C2CC(=O)N(c3ccc(C(C)C)cc3)C2=O)C1 (stereo unspecified)	3	2	-8	8	-1.1	-8	7	-10	2
C=CCc1c(C)nc(-c2ccccc2)nc1N/N=C/c1ccncc1	2	-4	-2	-3	-0.5	7	-3	-1	5
CCCC(=O)Nc1ccccc1N1CCN(C(=O)c2ccccc2)CC1	1	1	8	-8	-0.3	5	18	3	-2
Oc1ccccc1C=NNC(=S)NC1CC2C=CC1C2 (stereo unspecified)	1	-9	-3	-2	-0.1	3	4	-2	2
Cc1ccc(NC(=O)C2CCCN2C(=O)OCc2ccccc2)cc1C (stereo unspecified)	-5	-13	-4	12	-2.3	8	-9	13	3
c1coc(CNc2nc(-c3cccs3)cs2)c1	-1	-6	6	2	-0.7	-2	6	12	1
CCOC(=O)C1(C)CCCN(C(=O)c2ccc(F)cc2Cl)C1 (stereo unspecified)	-1	-16	2	-6	x	8	x	8	1
COc1ccccc1NC(=O)COC(=O)CNC(=O)C1CCCCC1	-1	6	-5	16	-1.1	13	-3	2	0
CN(C(=O)c1cccc(C#CC(C)(C)O)c1)C1CCCN(Cc2ccccc2F)C1 (stereo unspecified)	1	-23	0	-3	2.5	5	2	6	3
CC1CCC(NC(=O)CN2C(=O)c3ccccc3S2(=O)=O)CC1 (stereo unspecified)	0	-4	-1	7	0.3	8	-2	6	1
COc1ccc(C(O)C(CC(=O)NCCCOC(C)C)C(=O)NCCCOC(C)C)cc1OC (stereo unspecified)	-1	6	3	-2	0.8	9	-3	4	1
Cc1ccc(NC(=O)CSc2nnc(-c3ccccn3)n2N)cc1F	-1	-1	0	1	0.2	-1	-15	1	1
CSC1=NCCN1C(=O)Cc1ccc(F)cc1	1	-22	3	1	-1.2	16	6	15	2
Cc1ccccc1C(=O)N1CCN(c2ncccn2)CC1	4	3	6	1	-1.7	-1	8	2	0
O=C(CNC(=O)c1cccs1)c1ccc(Br)cc1	3	-8	2	-11	0.1	6	3	-2	2
C[C@@H](O)c1nc2ccccc2n1N	-2	-5	-3	2	2.4	4	-5	7	1
Cc1ccc(CNc2ncnc3ccc(-c4ccc(CO)o4)cc23)o1	-2	3	-9	16	x	-10	x	-3	2
Cc1c(C(=O)OC(C)C)nnn1-c1nonc1N	-6	4	1	-5	-0.7	9	2	-3	1
Cc1ccc(CN(C)C(=O)c2cccc(S(=O)(=O)N3CCCC3)c2)cc1	1	-15	4	-1	-1.4	6	2	7	2
CCc1nnc(NS(=O)(=O)c2ccc(N3C(=O)C4CC=C(Cl)CC4C3=O)cc2)s1 (stereo unspecified)	0	1	-1	3	1.2	12	7	10	1
O=c1c2ccccc2ncn1Cc1nc2ccccc2s1	3	3	-3	1	-1.8	4	-2	5	2
OC(c1ccccc1)c1nc(-c2cccs2)cs1 (stereo unspecified)	0	-6	-2	3	x	4	x	3	1
CCCCn1nnc(NC(=S)NC(=O)c2ccc(OCC)c([N+](=O)[O-])c2)n1	-3	-4	-2	-1	-0.6	8	8	2	1
Cc1cn(C2CC(O)C(O)C(CO)O2)c(=O)[nH]c1=O (stereo unspecified)	1	-1	-1	-1	x	6	x	5	1
CNC(=O)c1ccsc1NC(=O)C1CCN(S(=O)(=O)c2ccc(Cl)s2)CC1	2	-3	-12	9	-1.1	-8	-5	-4	17
CCNC(=O)c1cc2c(=O)n3cccc(C)c3nc2n(CCc2ccccc2)c1=N	-10	5	-10	5	-5.4	-6	8	-4	1
CCOc1ccc(NC(=O)CSc2nnc(CNC(=O)c3ccco3)o2)cc1	-3	7	-2	6	-2.0	-5	-20	-5	0
CCOc1ncccc1C(=O)Nc1c(C)n(C)n(-c2ccccc2)c1=O	-3	-21	1	8	-1.5	1	4	6	2
Cn1nnnc1Sc1ncnc2scc(-c3ccccc3)c12	-8	3	2	-6	-2.6	5	15	-5	1
Cc1ccccc1NC(=O)C1C2CCCCC21 (stereo unspecified)	-1	8	-4	7	-3.2	4	11	-3	0
CCCCN1C(=O)Nc2ccccc2S1(=O)=O	-6	-11	-7	6	-0.5	1	12	-2	1
CCN(C(=O)COC(=O)c1ccc(OC)c(S(=O)(=O)N(C)Cc2ccccc2)c1)C1CCS(=O)(=O)C1 (stereo unspecified)	3	-13	-4	3	0.4	10	7	-3	10
CCC(C)NC(=O)CC(NS(=O)(=O)c1ccc(NC(C)=O)cc1)C(C)C (stereo unspecified)	2	-1	3	0	0.4	-6	-13	0	1
Cc1ccc(C)c(NC(=O)c2ccc3ccccc3n2)c1	-1	-2	-3	8	1.8	1	-2	4	0
